a7 integrin act: qHTS for Activators of Integrin-Mediated Alleviation for Muscular Dystrophy; alpha7betagal myoblasts, beta-gal FDG fluorescence, 48 h; Potency, µM (top dose mostly 38.3 µM), inactives show top-dose activation, usual class: activators; actives 0.064% (n = 350,000);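 note: potency is the fitted concentration of half-maximal effect; 100% = response of the positive control SU9516; nearly all actives have a fitted effect of over 60% in size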
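Alpha7betagal+/- myoblasts (passage 13) were plated 16-24 hr, then exposed to compounds (1:260 dilution of DMSO stock) for 48 hours at 37C. After MPER lysis, β-galactosidase reporter activity was read as FDG fluorescence (ex 480/em 540) after 30 minutes.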
TSHR antagonist: Antagonists of the Thyroid Stimulating Hormone Receptor: HTS campaign | Thyrotropin receptor (Homo sapiens), P16473 | TSHR-expressing cells, TSH-stimulated cAMP HTRF, 2 h; active compounds read low | activity change, negative = inhibition, % at 11.5 µM | actives 0.2% (n = 330,000) | AID 504810, 2011;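 active = activity change below a set negative limit, meaning inhibition stronger than a set level, cut at about -70% in these data; inconclusive = activity change between two set negative limits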; note: % is set by controls: 0 for no effect and ±100 for the full control effect
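TSHR-expressing cells were treated with compounds, then stimulated with TSH at EC80 (4nM final) for 2 hours at 37 deg C. Cellular cAMP was measured by HTRF competition between lysate cAMP and cAMP-d2 for a cryptate-labelled anti-cAMP antibody.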
S-ASM inh: Inhibitors of Secretory Acid Sphingomyelinase (S-ASM): qHTS; Sphingomyelin phosphodiesterase (Homo sapiens), P17405; placental ASM, HMU-PC fluorogenic substrate, 60 min; Potency, µM (top dose mostly 57.5 µM), for the others: at the top dose activity change, negative = inhibition, usual class: inhibitors; actives 0.006% (n = 340,000); AID 504937, 2011; note: potency is the fitted concentration of half-maximal effect
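Fluorescence read-out (Ex 386 nm, Em 447 nm) after stopping the reaction at pH 10. Enzyme: ASM from human placenta; substrate HMU-PC0, 9 uM final; 60 min, 37 °C. Compound preincubation 10 min, ambient temperature.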
TCR activator: Activators of T cell receptors: qHTS campaign; Potency, µM (highest dose often 9.22 µM), without a hit: at the highest dose activation of IL-2 secretion, hits mostly activators; 330,000 tested, under 10 active; primary human leukocytes, anti-CD3, IL-2 HTRF, 48 h; note: % of control where 0% means no effect
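Primary human leukocytes incubated 48 hr with anti-CD3 beads plus compound, without co-stimulation. Secreted IL-2 measured by HTRF (europium cryptate/d2 anti-IL-2 pair, 320 nm excitation, 665 nm emission).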
MBNL1 CUG block: qHTS Assay for Inhibitors of MBNL1-poly(CUG) RNA binding | actives 0.036% (n = 280,000) | AID 2675, 2010 | Potency, µM (series often up to 57.5 µM), without a hit: at the highest dose activity change, negative = inhibition, hits mostly inhibitors | TR-FRET MBNL1-His/biotin-(CUG)12 binding, 665/545 ratio | Muscleblind-like protein 1 (Homo sapiens), Q9NR56; active = well fitted inhibition curve with a large enough effect in the signal ratio, with a control signal flat, not every such curve was filed as active; inconclusive = small, poorly fitted or top-dose-only effect, or effect the other way, or a change in a side signal; inactive = no such curve, though single readings can be large or run the other way; the % refers to the signal ratio; note: potency is the fitted concentration of half-maximal effect; % is set by controls: 0 for no effect and ±100 for the full control effect
Target sequence (Q9NR56 whole entry, looked up): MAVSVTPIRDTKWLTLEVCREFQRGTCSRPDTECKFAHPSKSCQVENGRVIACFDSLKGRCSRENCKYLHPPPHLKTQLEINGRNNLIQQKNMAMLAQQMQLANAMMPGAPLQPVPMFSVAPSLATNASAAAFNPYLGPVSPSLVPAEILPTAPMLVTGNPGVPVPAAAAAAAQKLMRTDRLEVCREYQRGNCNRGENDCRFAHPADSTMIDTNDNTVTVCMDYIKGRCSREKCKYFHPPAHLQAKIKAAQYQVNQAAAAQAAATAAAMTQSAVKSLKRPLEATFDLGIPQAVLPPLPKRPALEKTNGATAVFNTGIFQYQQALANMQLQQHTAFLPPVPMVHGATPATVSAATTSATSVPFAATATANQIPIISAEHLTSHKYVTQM
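MBNL1-His + Biotin-(CUG)12, cpd titration 92 nM–58 uM; Tb anti-His Ab 0.055 ng/ul, SA-XL665 5 nM (final); 60 min RT; ratiometric 665/545 nm, Ex 340 nm; normalized to buffer and full-complex controls.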
Menin MLL FP TR: qHTS Assay for Inhibitors Targeting the Menin-MLL Interaction in MLL Related Leukemias: Competition With Texas Red Labeled MLL-derived Mutant Peptide; O00255; Menin + Texas Red MLL mutant peptide, fluorescence polarization; Potency, µM (highest dose often 61.6 µM), without a hit: at the top dose FP activity change, negative = inhibition, usual class: inhibitors; actives 0.23% (n = 270,000); active = well fitted inhibition curve with a large enough effect in the polarisation, with a control signal flat, not every such curve was filed as active; inconclusive = small, poorly fitted or top-dose-only effect, or effect the other way, or a change in a side signal; inactive = no such curve, though single readings can be large or run the other way; the % refers to the polarisation; note: potency is the fitted concentration of half-maximal effect; % of control where 0% means no effect; many of its hits are not listed in these tables
Target sequence (O00255 whole entry, looked up): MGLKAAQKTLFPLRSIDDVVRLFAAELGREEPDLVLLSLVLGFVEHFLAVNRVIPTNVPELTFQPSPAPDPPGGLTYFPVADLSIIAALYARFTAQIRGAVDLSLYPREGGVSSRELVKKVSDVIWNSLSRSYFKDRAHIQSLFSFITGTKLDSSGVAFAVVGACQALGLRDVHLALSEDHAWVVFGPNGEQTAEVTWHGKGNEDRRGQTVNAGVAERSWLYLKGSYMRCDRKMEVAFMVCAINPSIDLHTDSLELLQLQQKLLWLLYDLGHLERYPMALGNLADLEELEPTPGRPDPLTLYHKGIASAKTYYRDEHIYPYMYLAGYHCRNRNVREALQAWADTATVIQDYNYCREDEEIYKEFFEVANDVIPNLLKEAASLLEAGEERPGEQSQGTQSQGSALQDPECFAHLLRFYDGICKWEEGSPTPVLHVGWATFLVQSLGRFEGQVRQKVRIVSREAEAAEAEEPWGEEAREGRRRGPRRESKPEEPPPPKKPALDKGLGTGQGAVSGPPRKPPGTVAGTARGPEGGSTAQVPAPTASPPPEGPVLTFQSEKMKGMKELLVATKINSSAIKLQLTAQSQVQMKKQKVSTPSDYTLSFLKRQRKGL
Mito fusion yeast: qHTS Assay for Small Molecule Inhibitors of Mitochondrial Division or Activators of Mitochondrial Fusion | S. cerevisiae fusion-defective mutant growth rescue, CellTiterGlo 48 h | Potency, µM (titrated, usually from 46.1 µM), without a hit: at the highest dose growth rescue (activation), hits mostly activators | actives 0.23% (n = 320,000) | AID 485298, 2010;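 note: potency is the fitted concentration of half-maximal effect; % of control where 0% means no effect; nearly all actives have a fitted effect of over 45% in size; temperature-sensitive fusion mutants such as fzo1-1 at 37 °C on non-fermentable ethanol glycerol medium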
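S. cerevisiae fusion-defective temperature-sensitive mutants (e.g. fzo1-1, mgm1-5) grown 48 h at 37C in YPEG (ethanol/glycerol non-fermentable) medium with 23 nl compound per well; growth rescue read as CellTiterGlo luminescence.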
TSG101-PTAP inh: qHTS Assay for Iinhibitors of HIV-1 Budding by Blocking the Interaction of PTAP/TSG101 | 340,000 tested, under 10 active | Potency, µM (titrated, usually from 115 µM), for inactives: at the top dose activity change, negative = inhibition, usual class: inhibitors | Tumor susceptibility gene 101 protein (Homo sapiens), Q99816 | Fluorescence polarization, FITC-PTAP peptide / Tsg101 binding; active = well fitted inhibition curve with a large enough effect in the main read-out, with a control signal flat, not every such curve was filed as active; inconclusive = small, poorly fitted or top-dose-only effect, or effect the other way, or a change in a side signal; inactive = no such curve, though single readings can be large or run the other way; note: potency is the fitted concentration of half-maximal effect; % of control where 0% means no effect
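Fluorescence polarization binding of Tsg101 binding domain (10 uM final) to FITC-labeled PTAP peptide (50 nM final) in HEPES pH 7.5 buffer with NaCl, Tween 20, EDTA, TCEP. Compounds added before peptide; binding 20 min at RT.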
MLL CXXC-DNA inh: qHTS Fluorescence Polarization Assay for Inhibitors of MLL CXXC domain - DNA interaction; Histone-lysine N-methyltransferase 2A (Homo sapiens), Q03164; MLL-CXXC / FITC-HOXA9 DNA fluorescence polarization; Potency, µM (highest dose often 115 µM), for inactives: at the highest dose activity change, negative = inhibition, hits mostly inhibitors; actives 0.037% (n = 290,000); active = well fitted inhibition curve with a large enough effect in the polarisation, with a control signal flat, not every such curve was filed as active; inconclusive = small, poorly fitted or top-dose-only effect, or effect the other way, or a change in a side signal; inactive = no such curve, though single readings can be large or run the other way; the % refers to the polarisation; note: potency is the fitted concentration of half-maximal effect
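Steps: dispense CXXC domain solution (7 uM) → pin compounds or unlabeled HOX-A9 DNA control → 5 min ambient → add FLSN-HOX-A9 solution (50 nM) → spin → 30 min ambient → fluorescence polarization. Tris pH 7.5/NaCl/DTT/BSA buffer.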
A-T KAP1 phos: qHTS Assay for Identifying a Potential Treatment of Ataxia-Telangiectasia. […] A-T fibroblasts, KAP-1 phosphorylation AlphaLISA; neocarzinostatin DNA damage 30 min before lysis. Potency, µM (highest dose often 57.5 µM), inactives show at the top dose activation, hits mostly activators. actives 0.19% (n = 320,000); note: potency is the fitted concentration of half-maximal effect; % of control where 0% means no effect; nearly all actives have a fitted effect of over 45% in size
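hTERT-immortalized A-T patient fibroblasts ([…]), 500 cells/well in OPTI-MEM, 1% FBS, got compounds for 60 min, then NCS for 30 min at 37C. Lysates were then assayed for phospho-KAP-1 by AlphaLISA (anti-pKAP1 donor, anti-KAP1 acceptor beads), 6 hr at 25C.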
Numbers without * were called inactive; i = inactive; ? = inconclusive; / = not tested or not shown; & = joins results of further samples; [ ] = dose if it differs, or a comment. Unless noted, calls come from the whole dose curve; as a rule, active = well fitted curve in the direction sought with a large enough effect; inconclusive = small, poorly fitted or top-dose-only effect, or another doubt; inactive = no such curve, though single readings can be large; an effect the other way counts as inactive or inconclusive.

Below each SMILES: a7 integrin act	TSHR antagonist	S-ASM inh	TCR activator	MBNL1 CUG block	Menin MLL FP TR	Mito fusion yeast	TSG101-PTAP inh	MLL CXXC-DNA inh	A-T KAP1 phos
O=C(NCCn1cccn1)C1CCC(=O)N(CC2CCCCC2)C1 (stereo not drawn)
    -3.6%	-5.6	5.6%	-6.3%	-3.2%	/	0.4%	-2.6%	-3.2%	5.0%
Cc1ccc(N=C2NC(=O)/C(=C/c3cccs3)S2)cc1C
    13.4%	-8.2	-5.5%	-3.4%[46.1 µM]	-0.9%	-4.1%	?	20.9%	?	-14.9%
CC1(C)CN(c2ccc(N3CC(C)(C)C3=O)cc2)C1=O
    16.4%	3.5	11.3%	4.9%	/	-9.8%	5.2%	-7.6%	-1.8%	-3.2%
NNC(=O)/C(=C/c1cccs1)NC(=O)c1ccccc1Cl
    9.3%	-11.6	2.1%	/	12.3%	7.7%	1.3%	-2.1%	-0.4%	3.5%[11.5 µM]
COCCOC(=O)C1=C(C)NC2=C(C(=O)CC(C)(C)C2)C1c1cc2c(cc1Br)OCO2 (stereo not drawn)
    15.4%	13.5	452.4%[activator]	-2.4%	39.6%[activator]	-0.6%[11.7 µM]	0.6%	-5.5%	-1.1%	9.8%
N#C/C(=C\c1ccc(-c2ccccc2)cc1)c1nc(-c2ccco2)cs1
    18.5%	4.4	1.4%	-0.6%[46.1 µM]	-16.8%	?	-2.5%	-3.3%	4.7%	3.1%
CC(C)(C)C(=O)NNC(=O)c1cc2sccc2s1
    1.3%	15.3	-1.6%	2.5%	?	/	-0.3%	-0.6%	1.7%	0.9%
Cc1cccc(C)c1OCCCN1CCOCC1
    3.8%	0.6	6.0%	2.5%	-2.2%	4.3%	5.8%	-1.9%	3.5%	-1.9%
CC(OC(=O)c1ccccc1NCCO)C(=O)Nc1ccc(S(=O)(=O)N2CCOCC2)cc1 (stereo not drawn)
    -41.3%	-3.0	i	-0.2%	/	/	2.3%	0.3%	/	14.7%
COc1ccc(CCn2c(=N)c(C(=O)NCC3CCCO3)cc3c(=O)n4ccccc4nc32)cc1OC (stereo not drawn)
    -23.7%	1.9	34.1%	-5.0%	?	/	2.2%	1.6%	23.2%	7.9%
CCc1ccc(C(=O)COc2ccc(NC(C)=O)cc2)cc1
    -7.5%	-7.0	-0.9%	3.4%	10.5%	-1.7%	0.9%	0.2%	17.3%	-0.4%
CC(NC(=O)c1ccc(F)cc1)C(c1cccs1)N1CCN(C)CC1 (stereo not drawn)
    0.7%	23.3	6.8%	0.0%[46.1 µM]	-15.8%	-25.6%	-3.6%	/	-2.1%	4.2%
CCc1cc(/C(Cc2cscn2)=N\O)c(O)cc1O
    8.0%	10.5	-1.1%	-1.8%	-3.1%	-1.2%	-6.2%	-3.9%	-3.3%	-0.4%
O=C(CC1CS(=O)(=O)CC1CC(=O)Oc1ccccc1F)Oc1ccccc1F (stereo not drawn)
    19.8%	-2.0	-2.3%	0.1%[46.1 µM]	-11.3%[11.5 µM]	2.9%	-0.2%	0.5%	2.3%	4.5%
COc1ccc(C(=O)NCCCOC(C)C)cc1OC1CCN(C(C)=O)CC1
    8.1%	20.9	0.1%	-2.6%	-4.4%	0.8%	0.9%	-9.0%	6.3%	-1.0%
COc1cc(-c2cc(C(=O)Nc3ccc(S(N)(=O)=O)cc3)c3ccccc3n2)cc(OC)c1OC
    38.6%	36.2	-9.9%	3.6%	10.4%	?	-5.0%	-6.3%	-21.4%	20.5%
COc1ccc(C)cc1NC(=S)NNC(=O)c1c(Br)cnn1C
    ?	-2.8	1.7%	7.2%	3.4%	?	-2.4%	0.6%	-10.0%	1.4%
O=C(O)CCCN1C(=O)/C(=C/c2ccncc2)SC1=S
    0.0%	6.8	-2.3%	5.4%	?	/	-0.6%	-4.4%	?	-23.1%
O=C(CCn1c(=S)oc2ccccc21)N1CCN(c2ccc(F)cc2)CC1
    12.9%	2.0	-0.9%	-2.7%	-2.8%	/	0.2%	-0.2%	11.2%	6.1%
CC1=CC(C)C2(CO)COC(c3ccccc3O)C1C2C (stereo not drawn)
    35.8%	4.9	-6.9%	-4.3%	-2.5%	-2.1%	9.9%	-1.3%	6.0%	-1.4%
CC(=O)Nc1sc2c(c1C#N)CCC2
    1.5%	2.5	-0.4%	4.0%	5.8%	17.2%	-4.3%	0.0%	-2.6%	5.1%
CCOC(=O)N1CCN(C(=O)N2CCOCC2)CC1
    5.9%	-8.0	2.5%	7.0%	4.9%	-23.4%	-1.5%	0.2%	5.6%	1.2%
Cc1cccc(N2C(=O)CC(c3ccc(F)cc3)C3=C2COC3=O)c1 (stereo not drawn)
    -25.2%	6.6	-3.1%	-2.9%	-7.7%	-12.0%	-13.1%&-0.2%	2.1%	8.7%	8.5%
CCN(CC(=O)Nc1ccc(OC)cc1)C(=O)c1ccc(=O)n(Cc2ccccc2)n1
    -18.6%	6.5	2.9%	-0.4%	/	/	-0.8%	-2.3%	/	3.9%
O=C(NCCN1C(=O)S/C(=C\c2ccc(Cl)c(Cl)c2)C1=O)c1cnccn1
    -8.6%	-12.0	0.9%	-3.8%[46.1 µM]	10.3%	4.7%	-5.3%	-0.4%	-2.1%	-0.5%
CCn1cc(CNc2nc3nonc3nc2N2CCCCC2)cn1
    33.5%	5.4	0.8%	4.7%	?	3.1%	0.4%	-2.4%	-1.1%	-1.1%
CC(C)(C)NC(=O)Nc1cccc(Cl)c1Cl
    -10.8%	6.0	-5.4%	4.0%	3.1%	?	-1.9%	-4.5%	-0.4%	-2.8%
Cc1nn(CCC(=O)NNC(=S)Nc2ccc(Cl)cc2)c(C)c1[N+](=O)[O-]
    ?	6.6	-1.0%	4.1%[46.1 µM]	?	2.1%	0.6%	-0.3%	-0.7%	-0.8%
N#CCCN(C(=O)COC(=O)c1ccc(S(=O)(=O)N2CCCCCC2)cc1)c1ccccc1
    5.3%	-11.2	0.8%	3.4%	/	/	-1.0%	-4.5%	/	-5.4%
COc1ccc(/C=C/C(=O)c2c(O)cc(C)oc2=O)c(OC)c1
    -46.3%[inhibitor]	-6.7	-0.5%	-1.0%	8.4%	?	-6.3%	?	?	0.9%
O=C(CN1CCCCCC1)Nc1ccc(Br)cc1[N+](=O)[O-]
    -2.5%	0.3	-0.2%	/	8.6%	-15.6%	3.8%	-0.4%	8.2%	-2.6%
CCOc1ccc(-n2c(=S)sc3c(=O)[nH]c(SCC(=O)NCC4CCCO4)nc32)cc1 (stereo not drawn)
    9.0%	-6.0	-2.8%	-5.6%	14.6%	8.0%	-1.0%	0.1%	0.7%	-6.3%
Cc1ccc(NC(=O)NC2CC(=O)N(c3ccc4c(c3)OCCO4)C2)c(C)c1 (stereo not drawn)
    -36.4%	0.5	-3.2%	2.5%	/	/	-1.5%	-0.7%	/	-2.8%
CC(=O)Nc1ccc(N(C(=O)c2ccco2)C(C(=O)NC2CCCC2)c2cccs2)cc1 (stereo not drawn)
    2.7%	-0.2	-1.1%	-3.6%	/	1.2%	10.4%	-2.2%	3.3%	-1.7%
Cc1cc(=O)oc(C)c1C(=O)Nc1ccc(F)cc1
    0.0%	0.1	7.6%	-6.5%	/	/	1.8%	0.2%	-9.2%	3.7%
O=C(Cn1cnc2ccccc2c1=O)N1CCN(Cc2ccccc2)CC1
    3.5%	-0.2	2.7%	9.5%	2.3%	-7.3%	6.4%	-4.8%	0.1%	6.3%
CC(C)CCNC(=O)c1csc2c1CCCCC2
    -2.7%	-9.9	0.8%	3.0%	6.2%	-12.8%	5.9%	-2.1%	3.6%	-0.1%

These rows are one share of the data; rates above refer to the full screens.
